From PubChem
CatB block: inhibitors of human cathepsin B | P07858 | actives 0.1% (n = 63,000) | AID 453 | inhibition, %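 (tested at 10 µM)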 | purified cathepsin B, fluorogenic substrate, fluorescence; in the data active means inhibition above about 21%;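 further: 0% = enzyme with no compound and 100% = no enzyme blank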
CatL inh: blocks human cathepsin L protease activity; P07711; purified cathepsin L, fluorogenic substrate, fluorescence; inhibition, %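 (tested at 10 µM)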; actives 0.17% (n = 58,000); AID 460; in the data active means inhibition above about 45%;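 further: 0% = enzyme with no compound and 100% = no enzyme blank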
Target sequence (P07711 114-288 limits assumed): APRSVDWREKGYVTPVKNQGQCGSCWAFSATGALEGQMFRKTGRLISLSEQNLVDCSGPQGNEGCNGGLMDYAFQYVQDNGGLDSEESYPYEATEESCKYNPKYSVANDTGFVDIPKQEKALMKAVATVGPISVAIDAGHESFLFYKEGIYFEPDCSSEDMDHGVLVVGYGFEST
Target sequence (P07711 292-333 limits assumed): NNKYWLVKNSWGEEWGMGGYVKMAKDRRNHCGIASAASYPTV
CatS inh: inhibitors of human cathepsin S. inhibition, %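 (tested at 5 µM per compound within 10-compound mixtures)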. actives 0.06% (n = 62,000). recombinant cathepsin S, AMC dipeptide fluorescence, pooled mixtures; in the data active means inhibition above about 32%, passing the limit was not always enough;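 further: 0% = enzyme without compound and 100% = blank without enzyme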
Target sequence (P25774 115-331 limits assumed): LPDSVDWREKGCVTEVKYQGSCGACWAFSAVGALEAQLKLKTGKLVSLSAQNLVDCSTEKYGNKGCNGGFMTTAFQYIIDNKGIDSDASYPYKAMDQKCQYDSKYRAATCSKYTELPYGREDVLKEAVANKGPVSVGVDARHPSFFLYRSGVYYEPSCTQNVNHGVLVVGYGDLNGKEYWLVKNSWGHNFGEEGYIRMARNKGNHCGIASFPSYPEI
ROCK2 inh: ROCK2 (human) kinase inhibition | O75116 | purified ROCK2, Kinase-Glo ATP depletion luminescence | inhibition, % at 6 µM | actives 0.35% (n = 60,000) | AID 604;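 active means inhibition above the screen-wide mean inhibition plus 3 SD, cut at about 18% in these data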;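 further: plate controls were DMSO wells for no effect and Y-27632 control wells after no-enzyme background subtraction for full effect; many of its hits are not listed in these tables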
CatB mix inh: inhibitors of human cathepsin B in compound mixtures; inhibition, %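 (ten-compound pools at 5 µM per compound and 50 µM total)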; AID 488; actives 0.06% (n = 62,000); P07858; Purified cathepsin B, AMC dipeptide fluorescence; in the data active means inhibition above about 22%, passing the limit was not always enough;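 further: 0% = enzyme without compound and 100% = no enzyme blank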
PKA inh: PKA (human) kinase inhibition; PKA Kemptide phosphorylation, Kinase-Glo ATP luminescence; inhibition, % at 6 µM; actives 0.1% (n = 65,000);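 active means inhibition above the screen-wide mean inhibition plus 3 SD, cut at about 21% in these data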; further: many of its hits are not listed in these tables
CatG inh: inhibitors of human cathepsin G | AID 581 | inhibition, % at 5 µM (by protocol) | actives 0.2% (n = 62,000) | P08311 | purified enzyme, AMC-tetrapeptide fluorescence, pooled mixtures;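 active means inhibition above 20% in each of the two mixture wells holding the compound; inactive means inhibition of 20% or less in either well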;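 further: 0% = enzyme control without mixture and 100% = blank lacking enzyme; strong numbers were not always called active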
Target sequence (P08311 21-244 limits assumed): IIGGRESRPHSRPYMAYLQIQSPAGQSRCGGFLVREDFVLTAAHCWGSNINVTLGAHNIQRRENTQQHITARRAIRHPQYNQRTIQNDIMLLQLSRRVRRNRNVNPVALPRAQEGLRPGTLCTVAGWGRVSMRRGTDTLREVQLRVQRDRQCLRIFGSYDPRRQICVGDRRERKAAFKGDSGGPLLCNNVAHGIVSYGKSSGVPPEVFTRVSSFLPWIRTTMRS
C1s inh: blocks human complement C1s protease activity | actives 0.16% (n = 62,000) | P09871 | purified C1s, fluorogenic AMC substrate, pooled mixtures | AID 538 | mean inhibition % of two 10-compound mixtures (active compounds read high), % at 5 µM (by protocol);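 active means inhibition above 20% in each of the two 10-compound mixture wells holding the compound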;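 further: 0% = enzyme wells lacking compound mixture and 100% = no-enzyme blank wells; some compounds called inactive have numbers as strong as hits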
Her2 expr inh: Her2 kinase expression inhibition; SKBR-3 HER2 protein level, AlphaScreen, 18-24 h; active compounds read low; HER2 level % of control, % at 10 µM; actives 0.69% (n = 65,000); AID 645;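 active means HER2 level under 5% of the carrier-only control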;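 further: 100% = DMSO carrier and 0% = 500 nM PU-H71 HSP90 inhibitor; lower value means stronger loss of Her2 protein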
The depositor's hits bear a star; . = not tested or not shown. An excerpt, so the mix of outcomes need not match the whole.

SMILES | CatB block | CatL inh | CatS inh | ROCK2 inh | CatB mix inh | PKA inh | CatG inh | C1s inh | Her2 expr inh
CCOc1cc(NC2CS(=O)(=O)CC2O)c(OCC)cc1NC(=O)c1ccccc1 (stereo not given) | 1 | -3 | -6 | 6 | -1 | 13 | 8 | 11 | 113
CNC(=O)CN(c1ccc(OC)cc1)S(=O)(=O)c1ccc(F)cc1 | 4 | -5 | -10 | 5 | -6 | 1 | 3 | -63 | 248
Cn1c(=O)c2c(nc(SCC(=O)NC3CCCCC3)n2C)n(C)c1=O | -5 | . | -1 | 0 | -1 | 2 | -5 | -49 | 110
CCc1nnc(NC(=O)c2ccc(COc3ccc(C)cc3)o2)s1 | 2 | 2 | -13 | 2 | 0 | 3 | 1 | -27 | 93
CCOC(=O)/C=C1\NC(=O)CS1 | -6 | -6 | -10 | 5 | 5 | 1 | -3 | -7 | 95
O=C(Nc1ccc2c(c1)oc1ccccc12)c1ccncc1 | 0 | . | 13 | 4 | 2 | -1 | -2 | -28 | 83
CCOc1cc(S(=O)(=O)NC2CCCCCC2)ccc1F | -5 | -10 | 4 | 5 | 2 | 9 | -3 | -13 | 61
COc1ccc(CNC(=O)CS(=O)Cc2nc(-c3ccc(C)cc3)oc2C)cc1 (stereo not given) | 0 | 12 | 5 | -2 | 1 | -5 | 15 | 15 | 82
CC(=O)c1ccc2c3c(cccc13)C(=O)N(c1c(C)nn(C)c1C)C2=O | 3 | 3 | 2 | 2 | 8 | 7 | -1 | 5 | 104
O=C(Cn1nc(-c2ccc(Cl)cc2)ccc1=O)NCCCN1CCN(Cc2ccccc2)CC1 | 4 | 3 | 12 | -1 | 8 | 0 | -4 | -19 | 96
COc1ccccc1N=c1oc2c(OC)cccc2cc1C(=O)NCc1ccco1 | 3 | 13 | 7 | 2 | 6 | 2 | 8 | 19 | 44
CCOC(=O)c1c(CN2CCCCC2)n(C)c2ccc(OC)c(S(=O)(=O)c3ccccc3)c12 | 0 | 4 | 3 | . | -1 | 7 | 5 | 0 | 72
CCCCOC(=O)Nc1ccc(S(=O)(=O)Nn2cnnc2)cc1 | . | . | 7 | 1 | 1 | 4 | 8 | 0 | 94
CC(=O)OC1CCC(OC(C)=O)c2c1n([O-])c(C)c(C)[n+]2=O (stereo not given) | -3 | 3 | -5 | 6 | 0 | 10 | -3 | -1 | 86
O=C(CCc1nc2ccccc2[nH]1)NCc1ccc2c(c1)OCO2 | 0 | . | 22 | 2 | 1 | -3 | 1 | -4 | 82
Cc1ccc(S(=O)(=O)NCCN2CCOCC2)cc1C | 4 | -2 | 7 | 2 | 4 | 6 | 11 | 13 | 108
COCCn1c(=O)[nH]c2cc(C(=O)NCCN3CCN(c4ccccc4)CC3)ccc2c1=O | 0 | 21 | 13 | . | 4 | 8 | 11 | 15 | 67
c1ccc2c(NCC3CCCO3)nc(-c3ccncc3)nc2c1 (stereo not given) | 6 | -17 | . | 6 | . | 20 | . | . | 89
CC1CN(S(=O)(=O)c2ccc(C(=O)Nc3nnc(-c4ccc5c(c4)CCCC5)o3)cc2)CC(C)O1 (stereo not given) | 0 | 9 | 5 | 5 | 2 | 8 | 11 | -4 | 43
CC1CN(C2CCN(S(=O)(=O)Cc3ccccc3)CC2)CC(C)O1 (stereo not given) | -1 | -8 | . | 3 | . | 2 | . | . | 116
COc1ccc(-n2c(SCCC(=O)O)nnc2-c2ccncc2)cc1 | 7 | -3 | -21 | 9 | 4 | 6 | 10 | 7 | 90
CSc1cccc(NS(=O)(=O)c2ccc3c(c2)oc(=O)n3C)c1 | 3 | -1 | 16 | 1 | 2 | -10 | -4 | -5 | 89
Cc1ccc(-c2n[nH]c(=S)n2C)cc1 | -5 | -5 | -2 | 7 | 4 | 2 | 0 | 2 | 103
CCOc1ccccc1OCC(=O)Nc1ccc(N2CCCCC2)cc1 | 3 | 24 | 8 | 2 | 4 | 5 | 10 | 56 | 105

Look-ups from the list.
CatG inh, COc1ccc(-n2c(SCCC(=O)O)nnc2-c2ccncc2)cc1 : 10
CatB block, CC(=O)OC1CCC(OC(C)=O)c2c1n([O-])c(C)c(C)[n+]2=O (stereo not given) : -3
CatB mix inh, Cc1ccc(-c2n[nH]c(=S)n2C)cc1 : 4

Next section:
SMILES | CatB block | CatL inh | CatS inh | ROCK2 inh | CatB mix inh | PKA inh | CatG inh | C1s inh | Her2 expr inh
CCOn1c(=O)c(-c2ccc(OC)cc2)[n+]([O-])c2ccccc21 | -1 | 0 | 5 | 3 | 2 | 5 | 0 | 4 | 47
Cc1nn(-c2nnc(C)c(=O)[nH]2)c(C)c1SCC(=O)Nc1ccc(F)cc1 | 4 | 11 | 5 | 4 | 5 | 0 | 12 | 6 | 88
CCCn1c(=O)c(Cc2ccccc2)c(O)c2ccccc21 | 3 | -5 | 1 | 1 | -1 | 5 | -4 | -2 | 57
CC1CCN(S(=O)(=O)c2ccc(Br)s2)CC1 | 6 | 2 | -14 | -11 | 4 | -7 | 15 | 15 | 99
CCOc1cc(-c2c(C#N)c(N)nc3c2CCCC3)ccc1O | -1 | -2 | 3 | 5 | 3 | 13 | 1 | 1 | 94
CCCC(=O)Nc1nc2ccc3nc(C)sc3c2s1 | 6 | 9 | 10 | 4 | 1 | 9 | 0 | -3 | 75
CC1(C)NC(C)(C)c2nonc2/C1=N\O | . | 26 | 7 | 5 | 2 | 7 | 8 | 14 | 53
N#CC1=C(N)N2C(=C(C#N)C1c1ccccc1)Sc1ccccc12 (stereo not given) | 2 | 1 | . | -14 | . | -3 | . | . | 66
COc1ccccc1C(c1nnnn1C(C)(C)C)N1CCN(Cc2ccncc2)CC1 (stereo not given) | 2 | 3 | 5 | 0 | 12 | 8 | 10 | 17 | 108
c1cc2c3c(cccc3c1)NC1(CCCCCC1)N2 | -1 | 3 | -6 | 11 | 0 | 6 | 9 | 9 | 96
COc1ccc(-c2csc(Cc3nnc4n3CCCCC4)n2)cc1 | -1 | 10 | -4 | 5 | 4 | 10 | 7 | -3 | 82
Cc1ccc(C(c2sc3ncnn3c2O)N2CCCCC2)cc1 (stereo not given) | 1 | -6 | -17 | 1 | -4 | 8 | -4 | -110 | 112
Cc1cc(NC(=O)CSc2nc3c(c(=O)n(C)c(=O)n3C)n2C(C)C)no1 | -3 | . | 15 | -7 | -1 | -16 | 4 | 0 | 87
O=C(COC(=O)c1cccc(S(=O)(=O)N2CCN(c3ccccc3)CC2)c1)NCc1ccco1 | -2 | 4 | 14 | 3 | -4 | 11 | 4 | -9 | 70
CCC(C)(C)NC(=O)C(c1cccn1C)N(C(=O)Cn1nnc2ccccc21)c1ccccc1OC (stereo not given) | 2 | -4 | 17 | -5 | 16 | 3 | 1 | 2 | 81
CCS(=O)(=O)N1CCN(C(=O)c2ccc(-c3ccccc3)cc2)CC1 | 0 | 9 | 0 | -9 | 0 | -10 | 7 | 7 | 115
CCn1c(C)c(C(C)=O)c(N2CCC(C(N)=O)CC2)nc1=S | -3 | 1 | -1 | 3 | 2 | 10 | -1 | 4 | 121
CCS(=O)(=O)NC(C)C(c1cccs1)N1CCN(C)CC1 (stereo not given) | -5 | 13 | 2 | . | 5 | 7 | -4 | -43 | 94
COC(=O)CNc1nc(-c2ccccc2F)nc2ccccc12 | 2 | 10 | -4 | 8 | -1 | 9 | 3 | 2 | 120
NCC(O)COCCC12CC3CC(CC(C3)C1)C2 (stereo not given) | 0 | 0 | -5 | -3 | 3 | 0 | -4 | -17 | 103
CCOc1ccccc1N1CCN(c2nc3ccccc3nc2C(C#N)C(=O)OC)CC1 (stereo not given) | 3 | -23 | 2 | -6 | 2 | 4 | 5 | -13 | 158
CCCn1c(Nc2nc3ccccc3n2C)nc2ccccc21 | -1 | -12 | 3 | 3 | 4 | -4 | 1 | 0 | -22*
CCOc1ccc(-n2c(COc3ccccc3)nnc2SCC(N)=O)cc1 | 3 | 15 | 10 | 0 | -2 | -1 | 1 | 1 | 84
Cc1ccc(C(=O)Nc2nc3ccc(S(C)(=O)=O)cc3s2)s1 | 3 | -6 | -10 | -1 | 3 | 4 | 10 | 5 | 82
COc1ccc(NC(=O)CSc2nc3sc(C)c(C)c3c(=O)n2Cc2ccco2)cc1 | -2 | -10 | -3 | 1 | 4 | 4 | 7 | -24 | 87
CCOc1ccccc1NC=C1C(=O)OC(C)(C)OC1=O | 1 | 19 | 5 | 4 | -7 | 6 | 9 | 7 | 80
O=C(NCCCn1ccnc1)c1cn(-c2ccccc2)nc1-c1ccccc1 | 5 | 27 | 7 | 4 | -1 | 12 | 9 | 17 | 79
C=CCN1C(=O)C(O)(CC(=O)c2ccc(-n3cccc3)cc2)c2ccccc21 (stereo not given) | 7 | 15 | 17 | 4 | 5 | 7 | 19 | 17 | 83
CC(Sc1sc(=S)sc1SC(C)C(=O)O)C(=O)O (stereo not given) | 3 | 20 | 32 | 2 | 0 | 10 | 0 | -5 | 84
COc1ccc(NC(=O)C(CC(=O)O)Cc2ccccc2)cc1 (stereo not given) | 5 | 10 | 14 | 3 | 3 | 8 | 12 | 10 | 114
CCOC(=O)N1CCC(NC(=O)c2cnn3cccnc23)CC1 | 0 | -5 | 10 | 4 | 6 | 1 | 1 | 0 | 94
O=C(Cn1cnc2c(nnn2Cc2ccccc2)c1=O)c1ccccc1 | 1 | -5 | -7 | 6 | 1 | 0 | 8 | 11 | 85
COc1cc([C@@H]2[C@H]3CNCC=C3C(C#N)=C(N)C2(C#N)C#N)ccc1OC(C)C | -1 | -4 | -4 | 13 | 0 | 5 | -1 | 0 | 84
CCC(=O)c1ccc(OCCn2cncn2)cc1 | 6 | . | 11 | 0 | 1 | -4 | -7 | -29 | 98
CCCOc1ccc(S(=O)(=O)n2cc(Br)c(=O)[nH]c2=O)cc1 | 3 | -1 | 1 | -3 | 3 | -7 | 23 | 5 | .
CC1CCCC(C)N1C(=O)c1cc(-c2cccs2)on1 (stereo not given) | 4 | 3 | -5 | 6 | 2 | 6 | 8 | 5 | 77
CN1C(=O)c2cccc(N(C)C)c2C1=O | 3 | 35 | 7 | 6 | 1 | 11 | 10 | 19 | 108
O=S(=O)(Nc1nc(CN2CCOCC2)nc2sc3c(c12)CCCC3)c1cc(F)ccc1F | 6 | . | 3 | 4 | -4 | 9 | 3 | -25 | 103
COc1ccc(N(CC(O)CN2CCCCC2)S(=O)(=O)c2ccc(C)cc2)cc1 (stereo not given) | 3 | . | 3 | 6 | -6 | 0 | 11 | 1 | 114
CN(C)c1nc(Oc2ccc(/C=N/O)cc2)nc(N(C)C)n1 | 3 | -4 | 0 | -3 | 2 | 0 | 7 | 3 | 87
CCOc1cc2[nH]c(=S)n(Cc3ccc(C)o3)c(=O)c2cc1OCC | 6 | 19 | -1 | . | 1 | -7 | 7 | 8 | 96
CCSC1=NCN(CCCC(=O)O)CN1 | 2 | 12 | 5 | -2 | 3 | 0 | 14 | 15 | 256
COc1ccc(S(=O)(=O)NCCCCCC(=O)NCCCN2CCOCC2)cc1 | 2 | 8 | 0 | 6 | 5 | 7 | 9 | 1 | 106
O=C(Nc1ccc(-c2noc(CCc3ccccc3)n2)cc1)c1cccnc1 | 4 | 3 | -4 | 1 | 1 | 6 | 6 | 10 | 82
O=C(NCc1cccnc1)c1ccc(CS(=O)(=O)c2ccc(Br)cc2)o1 | -4 | . | 7 | 2 | 4 | -2 | 0 | 3 | 69
Nc1nc(CN2CCN(c3ccc(F)cc3)CC2)nc(N2CCCc3ccccc32)n1 | 6 | 4 | -1 | 0 | 3 | 2 | 3 | 10 | 91
O=C(NCc1ccc(F)cc1)C1CCN(C(=O)NCc2ccccc2)CC1 | 2 | 8 | 17 | 2 | 7 | 5 | 8 | 12 | 91

Given with values under each structure: entries from further up
The line under a structure holds: CatB block, CatL inh, CatS inh, ROCK2 inh, CatB mix inh, PKA inh, CatG inh, C1s inh, Her2 expr inh
CCc1nnc(NC(=O)c2ccc(COc3ccc(C)cc3)o2)s1
 : 2, 2, -13, 2, 0, 3, 1, -27, 93
CCOC(=O)/C=C1\NC(=O)CS1
 : -6, -6, -10, 5, 5, 1, -3, -7, 95
